# Lipid storage S3 – qHTS Assay for Lipid Storage Modulators in Drosophila S3 Cells. Drosophila S3 cells, BODIPY lipid droplet fluorescence, 18-24 h; cells fed with added oleic acid. Potency in µM for hits, for the others lipid storage change, negative = inhibition, % at the top dose, mostly 46.1 µM. 320,000 tested, 0.64% active. AID 2685; active = well fitted inhibition curve with a large enough effect in the signal ratio, with a control signal flat, not every such curve was filed as active; inconclusive = small, poorly fitted or top-dose-only effect, or effect the other way, or a change in a side signal; the % refers to the signal ratio
#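 Drosophila S3 cells loaded with oleic acid (400 uM, as added) and compounds at several concentrations; lipid droplets imaged by 488-nm laser-scanning cytometry, 500–530 nm intensity and object ratio to cell channel. Percent activity normalized to 20 uM Triacsin C.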
# Lipid storage S3 cell count max – recorded beside Lipid storage S3, whose call it bears; cell number change, %; measured here: cell count max response;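 cells counted by Cell Tracker Red CMTPX staining in the red channel; peak over a dose series mostly up to 46.1 µM; percent activity relative to internal control wells on each plate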
# * marks the source's active call; other numbers are inactive results; i = inactive; ? = inconclusive; . = not tested or not shown; [ ] = remark or other dose. % is set by controls: 0 for no effect and ±100 for the full control effect; potency is the fitted concentration of half-maximal effect. These rows are one share of the data; the hit share may differ from the screen's.
SMILES,Lipid storage S3,Lipid storage S3 cell count max
Nc1n[nH]c(C2CC2)c1N=Nc1ccc(Cl)cc1,?,.
N#CC(=C1CCCC1)c1nc(-c2cc3ccccc3oc2=O)cs1,?,.
CCCCCCOc1ccc(OC(=O)c2cccnc2)cc1,?,.
O=C(CCc1ccccc1)Nc1ccc(NC(=O)c2ccco2)cc1,?,.
COc1ccc(N=N/C(=C\O)C(=O)c2cccs2)cc1,?,.
CCC(=O)N1CCc2cc(S(=O)(=O)CCC(=O)NCc3ccccc3OC)ccc21,i,.
COc1ccccc1C(=O)NCC(=O)N/N=C/c1cn[nH]c1-c1ccccc1,?,.
Cc1cccc(C(=O)NCC(=O)OCC(=O)N2CCc3ccccc32)c1,?,.
COc1ccc(NC(=O)CN2CCN(CC(=O)Nc3ccc(OC)c(OC)c3)CC2)cc1,?,.
COc1ccccc1CNC(=O)CCc1cn(C)c2ccccc12,?,.
COc1ccccc1/C=C(\NC(=O)c1ccccc1)C(=O)NCc1ccco1,0%,-12
CCOc1ccc(C(=O)NC(=S)Nc2ccc(N3CCOCC3)c(Cl)c2)cc1[N+](=O)[O-],?,.
COc1ccc(N/N=C(\C#N)C(=N)N2CCCCC2)cc1,6%,16
CC(/C=N/NC(=O)c1cccnc1)=C\c1ccco1,i,5
CC(CN1CCOCC1)OC(=O)C1COc2ccccc2O1 (centres undefined),-18%,4
CCNC(=S)N(CCc1c(C)[nH]c2ccc(Cl)cc12)Cc1cccnc1,?,.
CSc1n[nH]c(-c2sccc2OCc2ccc(C)cc2)n1,?,.
O=C(COC(=O)C1CCN(c2ccc(C(F)(F)F)cn2)CC1)Nc1ccc(Cl)cc1,?,.
CN(C)CCCNC(=O)/C=C/c1ccc2c(c1)OCO2,?,.
Cn1c(=O)c2c(nc(N3CCN(C(=O)c4ccco4)CC3)n2CCSc2ncccn2)n(C)c1=O,-25%,.

# Looked up one by one from above (five):
SMILES,Lipid storage S3,Lipid storage S3 cell count max
N#CC(=C1CCCC1)c1nc(-c2cc3ccccc3oc2=O)cs1,?,.
CSc1n[nH]c(-c2sccc2OCc2ccc(C)cc2)n1,?,.
Cc1cccc(C(=O)NCC(=O)OCC(=O)N2CCc3ccccc32)c1,?,.
COc1ccc(NC(=O)CN2CCN(CC(=O)Nc3ccc(OC)c(OC)c3)CC2)cc1,?,.
COc1ccc(N/N=C(\C#N)C(=N)N2CCCCC2)cc1,6%,16

# Compound profiles, from the list above. Values in the order: Lipid storage S3	Lipid storage S3 cell count max
# Listed for CC(CN1CCOCC1)OC(=O)C1COc2ccccc2O1 (centres undefined) : -18%	4
# Listed for CCOc1ccc(C(=O)NC(=S)Nc2ccc(N3CCOCC3)c(Cl)c2)cc1[N+](=O)[O-] : ?	.
# Listed for Cc1cccc(C(=O)NCC(=O)OCC(=O)N2CCc3ccccc32)c1 : ?	.

# The results go on:
SMILES,Lipid storage S3,Lipid storage S3 cell count max
Cc1cccc(C(=O)N2CCN(c3ccc(N4CCOCC4)nn3)CC2)c1,4%,-2
COc1ccc(C(CNC(=O)CNC(=O)c2ccccc2Cl)N2CCCC2)cc1 (centres undefined),?,.
Cc1ccc(OCCCn2c(=O)sc3ccccc32)cc1,?,.
CCCCN(C(=O)c1cc(S(=O)(=O)N2CCCCCC2)ccc1OC)c1c(N)n(CCC)c(=O)[nH]c1=O,?,.
CCOC(=O)N1CCC(NC(=O)C2CCCN(Cc3nc(-c4cccc(C)c4)oc3C)C2)CC1 (centres undefined),i,.
c1ccc(CN2CCN(c3ncccn3)CC2)nc1,6%[9.22 µM],6
CC(=O)Nc1nc(C)c(CCC2OCCO2)c(=O)[nH]1,-4%,-1
Cc1ccc(-c2nn3c(C)nnc3c3ccccc23)cc1S(=O)(=O)NC(C)(C)CO,?,.
O=C(NNC(=O)c1cccs1)c1ccco1,1%,20
COc1ccc(NC(=O)C2CCC(CNc3c(N4CCCCC4)c(=O)c3=O)CC2)cc1OC (centres undefined),?,.
COc1ccc(Cl)cc1NC(=O)COC(=O)CCCN1C(=O)c2ccccc2C1=O,13%,5
Cn1cccc1C(=O)/C(C#N)=C/c1ccc(F)cc1,7%,0
COC(=O)C(C)Oc1ccc2c(-c3cccc([N+](=O)[O-])c3)cc(=O)oc2c1 (centres undefined),-5%,4
COc1ccc(CN(CC(=O)NC(C)C)C(=O)CCC(=O)Nc2nccs2)cc1,?,.
COC(=O)N/N=C\c1cccc(OC(=O)c2cccs2)c1,2%,13
O=C(Nc1cccc(O)c1)c1cccc(NC(=O)c2cccs2)c1,28%,1
CC1Cc2cc(S(=O)(=O)N3CCC(C(=O)Nc4ccccn4)CC3)ccc2N1C(=O)C1CCC1 (centres undefined),i,.
Cc1nc(NC(=O)CSc2nnc(-c3ccccc3)c(-c3ccccc3)n2)c(Cl)cc1Cl,?,.
Cc1ccc2oc(C(Cl)(Cl)Cl)cc(=O)c2c1,?,.
CCOc1ccc2[nH]cc(S(=O)(=O)c3ccc(C)cc3)c(=O)c2c1,24%,-1
Cc1cc[n+](-c2[nH]c(=O)sc2/C=N/NC(=O)c2ccccc2[O-])cc1C,9%,14
CCOC(=O)C1CCN(C(=O)COC(=O)c2nc3nc(C)cc(C)n3n2)CC1,?,.
Cc1nc2cc(NC(=O)NCc3ccco3)ccc2n1C,i,-9
O=C(CSc1nc(O)cc(=O)[nH]1)N1CCCc2ccccc21,?,.
O=C(NCc1ccc(Cl)cc1)C1CCN(S(=O)(=O)c2ccccc2)CC1,1%,2
N=C1SCC(=O)N1/N=C/c1ccccc1,0%,-7
O=C(c1ccccc1)c1c[nH]c(C(=O)NNc2cccc(Cl)n2)c1,12%,7
Cn1c(=O)c2c(-c3ccccc3)n(Cc3ccccn3)cc2n(C)c1=O,?,.
COCCNC(=O)CN(C(=O)Cn1nnc2ccccc21)c1ccc(C)cc1,?,.
CCOC(=O)C(C)(C)n1nnc(-c2ccc([N+](=O)[O-])cc2)n1,-16%,18
Cc1nc(N=C(N)N)nc2c(C)cccc12,1%,.
CC(OC(=O)C1CC(=O)N(Cc2ccco2)C1)C(=O)Nc1ccccc1[N+](=O)[O-] (centres undefined),13%,0
Cc1cccc(NC(=O)N(Cc2cc3cc(C)cc(C)c3[nH]c2=O)CC2COCCO2)c1 (centres undefined),?,.
Cc1ccc(S(=O)(=O)N2CCc3ccccc3C2CN2C(=O)c3ccccc3C2=O)cc1 (centres undefined),i,.
O=C(CN1CCN(Cc2ccccc2Cl)CC1)N=Nc1c(O)[nH]c2ccccc12,-2%,-11
CCOC(=O)CSc1nc(N)c(C#N)cc1C#N,?,.
CCC(C)/C(C)=N/NC(=O)c1ccc(CSc2nc3ccccc3s2)cc1 (centres undefined),?,.
CCCc1nnc(SCC(=O)N2CCOCC2)n1CC1CCCO1 (centres undefined),1%,15
O=C(Nc1ccccc1)c1ccc(NCC2CCCO2)c([N+](=O)[O-])c1 (centres undefined),?,.
CC(C)CN1C(=O)c2ccc(C(=O)Nc3ccc(OCC(=O)O)cc3)cc2C1=O,2%,1
Cc1ccc(-c2nnc(SCC(=O)N/N=C/c3ccccc3C(=O)O)n2-c2ccc(C)cc2)cc1,2%,.
COc1ccc(CN2CCN(c3ncccn3)CC2)c(C)c1C,?,.
CC1(C2CC2)NC(=O)N(CC(=O)NCc2ccc(Cl)cc2Cl)C1=O (centres undefined),?,.
CCN1CCN(C(=O)CS(=O)(=O)Cc2nc(-c3ccc(C)cc3)oc2C)CC1,16%,.
COC(=O)c1sc(NC(=O)COC(=O)C2CCC2)c(C(=O)OC)c1C,?,.
C#CC(CC)(CC)NC(=O)c1c(C)noc1C,-2%,4
O=C(CCCOc1ccccc1)n1nnc2ccccc21,-6%,-1
CCOc1ncccc1C(=O)Nc1ccc(-c2cn3ccsc3n2)cc1,12%,-2
O=C(CCC1CCCC1)N=C1SC2CS(=O)(=O)CC2N1Cc1ccccc1 (centres undefined),?,.
CCOC(=O)/C(C#N)=C\c1ccc(CC)s1,-23%,0
CCOc1ccc(C(=O)NNC(=O)CCNC(=O)c2ccc(Br)cc2)cc1OC,?,.
Cc1ccc(NC(=O)CSc2nnc(NC(=O)CN3CCOCC3)s2)cc1,i,.
CCCCOC(=O)Nc1ccc(C(=O)OCCC)cc1,11%,-14
CCOC(=O)CN1C(=O)Nc2ccc(Br)cc2C1c1ccccc1 (centres undefined),9%,-13
O=C1CCC(C(=O)N2CCCCCC2)CN1Cc1cccc(C(F)(F)F)c1 (centres undefined),i,.
CCNc1nc(SC(C)C(=O)OC)nc(N(C)C)n1 (centres undefined),?,.
COc1ccccc1N(CC(=O)Nc1ccccc1C(=O)NCC(C)C)S(C)(=O)=O,?,.
COc1cc(C(=O)NC(C)c2cc(C)ccc2C)ccc1OCC(=O)N1CCOCC1 (centres undefined),?,.
O=C(NCC1CCCO1)C(c1cccs1)N(Cc1ccccc1Cl)C(=O)c1ccc(-c2ccccc2)[nH]1 (centres undefined),1%,0
CCNC(=O)Cn1c(=O)c2c(ncn2Cc2ccccc2)n(Cc2ccccc2)c1=O,?,.
# Other results follow:
SMILES,Lipid storage S3,Lipid storage S3 cell count max
O=C(N/N=C/c1cccc([N+](=O)[O-])c1)c1cc2c(ccc3ccccc32)o1,-16%,-14
O=C(c1ccccc1)N1CCN(C(=O)N2CCOCC2)CC1,?,.
NC(=O)COC(=O)c1ccc(NS(=O)(=O)c2ccc3c(c2)OCCO3)cc1,-13%,5
Oc1c(Cl)cc(Cl)cc1CNc1ccccn1,?,.
COc1cc(C2C(Oc3ccccc3C)C(=O)N2Cc2ccc(F)cc2)cc(OC)c1OC (centres undefined),4%,6
COc1cc(CCC(=O)OCn2nnc3ccccc3c2=O)cc(OC)c1OC,13%,-11
Cc1cc(C)nc(N2CCC(C(=O)NC3CC3)CC2)n1,0.58µM*,12*
COC(=O)CCN(C(=O)c1cc(OC)c(OC)c(OC)c1)c1ccccn1,?,.
O=c1[nH]ncn1-c1ccc(Br)cc1,3%,10
COC(=O)Cc1[nH]nc2c1C(C1C=CCCC1)C(C#N)=C(N)O2 (centres undefined),?,.
C=CCNC(=S)Nc1cccc(N)c1,?,.
CSc1cccc(NS(=O)(=O)c2ccc(-c3coc(C)n3)cc2)c1,-22%,-5
CCN(CC(=O)NCc1cccs1)C(=O)c1ccc(S(=O)(=O)Nc2cccc(C)c2C)cc1,?,.
O=C(CCN1C(=O)S/C(=C\c2cccs2)C1=O)NC1=NCCS1,?,.
COc1ccc(NC(=O)c2cccc(N3C(=O)C4C5C=CC(C5)C4C3=O)c2)c(OC)c1 (centres undefined),i,-16
CCNC(=O)C(C)Sc1ccc(Cl)cc1 (centres undefined),-6%,-6
COc1cccc(NC(=O)CN(C)C(=O)c2ccc(-c3ccccc3Cl)o2)c1,?,.
CCc1c(C)c(C#N)c2nc3ccccc3n2c1NCc1ccco1,?,.
COc1ccc(-c2nc(N3CCN(C)CC3)sc2-c2ccc(OC)cc2)cc1,?,.
O=C(CSc1nnc(-c2cccs2)n1-c1ccccc1)N1CCCc2ccccc21,i,.

# Nothing new here: seven of the compounds above.
SMILES,Lipid storage S3,Lipid storage S3 cell count max
O=C(N/N=C/c1cccc([N+](=O)[O-])c1)c1cc2c(ccc3ccccc32)o1,-16%,-14
O=C(c1ccccc1)N1CCN(C(=O)N2CCOCC2)CC1,?,.
NC(=O)COC(=O)c1ccc(NS(=O)(=O)c2ccc3c(c2)OCCO3)cc1,-13%,5
Oc1c(Cl)cc(Cl)cc1CNc1ccccn1,?,.
COc1cc(C2C(Oc3ccccc3C)C(=O)N2Cc2ccc(F)cc2)cc(OC)c1OC (centres undefined),4%,6
COc1cc(CCC(=O)OCn2nnc3ccccc3c2=O)cc(OC)c1OC,13%,-11
Cc1cc(C)nc(N2CCC(C(=O)NC3CC3)CC2)n1,0.58µM*,12*

# (list continues)
SMILES,Lipid storage S3,Lipid storage S3 cell count max
Cc1ccc(NC(=O)CC2OC(=O)c3ccccc32)cc1S(=O)(=O)N1CCOCC1 (centres undefined),?,.
Cc1ccc(-c2nc(CS(=O)CC(=O)NCc3ccc4c(c3)OCO4)c(C)o2)cc1 (centres undefined),-15%,9
CC1(C)Cc2c(sc(NC(=O)COc3ccc(Cl)cc3)c2C(N)=O)C(C)(C)N1,?,.
O=C(CCNC(=O)c1ccccc1Cl)Nc1nc(-c2ccccc2Cl)cs1,?,.
O=C(CNC(=O)c1ccc(Cl)cc1Cl)OCN1C(=O)c2ccccc2C1=O,?,.
Cn1c(=O)c2c3c(sc2n2c(SCC(=O)c4ccccc4)nnc12)COC(C)(C)C3,?,.
CCCCn1cnc2c(c(-c3ccccc3)c(-c3ccccc3)n2Cc2ccco2)c1=N,3%,-10
Cc1csc(SCc2nc3scc(-c4ccccc4)c3c(=O)[nH]2)n1,?,.
Cc1nn(-c2ccccc2)c2c1C(=O)N(Cc1ccccc1)C(=O)C(C)(C)C2,-18%,.
CCC1=Nc2cc(C(=O)N3CCCCC3)ccc2Sc2ccc(C)cc21,?,.
Nc1cc(=O)[nH]n1C1CCCC1,?,.
O=C(CC(=O)c1ccccc1)Nc1cc(C(F)(F)F)ccc1Cl,?,.
Cn1ccsc1=NC(=O)c1ccc(S(=O)(=O)C(F)F)cc1,i,12
Cc1cc(C)c(S(=O)(=O)NC2CC(C)(C)NC(C)(C)C2)cc1Br,?,.
Cc1n[nH]c(C)c1S(=O)(=O)N1CCCCCC1,i,14
CC(C)CC(C(=O)OCC(=O)c1c(N)n(C)c(=O)n(C)c1=O)N1C(=O)c2ccccc2C1=O (centres undefined),?,.
CCCCn1c(N)c(N(CCOC)C(=O)c2ccc3c(c2)OCCO3)c(=O)[nH]c1=O,?,.
Cc1ccc(-n2c(C)nnc2SCC(=O)N2CCc3ccccc3C2)cc1,-24%,-11
